Screening data deposited in PubChem BioAssay by Fisher Drug Discovery Resource Center.
mcGAS RapidFire = inhibitors of mouse cGAS; recombinant mouse cGAS, cGAMP by RapidFire MS; 0.18% of 130,000 active; inhibition, % at 12.5 µM; AID 1259397;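 active = inhibition of cGAS enzyme activity at or above 60%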;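 also: enzyme stimulated by 45 bp dsDNA with ATP and GTP substrates; cGAMP share of summed cGAMP plus half ATP and half GTP signals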
Target sequence (Q8C6L5 whole entry, looked up): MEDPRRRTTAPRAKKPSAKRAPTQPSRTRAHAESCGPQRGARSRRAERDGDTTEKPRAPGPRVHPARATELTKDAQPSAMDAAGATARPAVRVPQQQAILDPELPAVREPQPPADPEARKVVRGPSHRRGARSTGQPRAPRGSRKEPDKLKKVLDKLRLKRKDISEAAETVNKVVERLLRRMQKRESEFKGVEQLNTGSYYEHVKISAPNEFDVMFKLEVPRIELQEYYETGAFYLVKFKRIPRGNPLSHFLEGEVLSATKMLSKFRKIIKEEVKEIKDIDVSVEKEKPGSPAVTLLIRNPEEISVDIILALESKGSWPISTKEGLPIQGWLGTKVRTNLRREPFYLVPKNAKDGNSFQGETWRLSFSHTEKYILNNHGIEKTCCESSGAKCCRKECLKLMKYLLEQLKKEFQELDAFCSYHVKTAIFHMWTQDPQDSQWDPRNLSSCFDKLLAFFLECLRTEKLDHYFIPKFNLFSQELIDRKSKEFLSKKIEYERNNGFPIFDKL
* hit, by the source's call; & = joins results of further samples.

SMILES	mcGAS RapidFire
O=C(c1cccc(Br)c1)N1CCCC(NCc2ccccc2)C1 (centres undefined)	0
COc1ccc(Cl)cc1C(=O)Nn1cnc2c(cnn2-c2ccc(C)cc2)c1=O	-3
Cc1nc(-c2nccn2C(C)Cc2cccnc2)co1 (centres undefined)	-10
CS(=O)(=O)N1CCC(NC(Cn2ccnc2)c2ccccc2)CC1 (centres undefined)	-16
COC(=O)C(C)CS(=O)(=O)Nc1ccc(F)c(NC(C)=O)c1 (centres undefined)	-1
CCCOC1CCCN(C(=O)c2ccc3c(c2)OCO3)C1 (centres undefined)	2
COc1ccc(CN(Cc2cccc(F)c2)C(=O)c2ccc3cccnc3n2)cc1	-23
O=C(Nc1ccnn1C1CCN(CCC2CCOC2)CC1)c1ccccc1 (centres undefined)	-17
CC(C)CN1CCN(c2nc3c(c(=O)[nH]c(=O)n3C)n2Cc2ccc(Cl)c(Cl)c2)CC1	-4
CCc1ccc(N(CC(=O)N(C)C)S(C)(=O)=O)cc1	-7
CCCCC(=O)Nc1cc(C)c2c(=O)oc3ccccc3c2n1	-7
CC(C)(C)c1ccc(CN2CCN(c3cc(N)nc(N)n3)CC2)cc1	-22
COc1ccc(C2(C(F)(F)F)N=C3SC4=C(CCCC4)N3C(=O)N2)cc1 (centres undefined)	24
CN(C)CCCN1c2ccccc2Sc2ccc(C(F)(F)F)cc21	-5&1
C/C(Nc1ccc(Cl)cc1Cl)=C1/CCOC1=O	-3
COCCCNC(=O)C(C)NC1CCCN(c2cccnn2)C1 (centres undefined)	-15
Cc1ccc(CNC(=O)C(C)N(C)Cc2sccc2C)cc1 (centres undefined)	-3
Cc1cc(I)ccc1N	2
CNC(=O)c1ccccc1NC(=O)c1ccc(C)c(Br)c1	-1
COc1ccc(CCc2nnc(CCC(=O)NC(C)(C)C)o2)cc1	-5
CC1CCCN(CC(C)NC(=O)/C=C/c2cc3ccccc3o2)C1 (centres undefined)	-38
O=S(=O)(c1ccc(NC(=S)NC2CC2)cc1)N1CCOCC1	-3
N#CC1(NC(=O)c2ccc(-c3nc(C4CC4)no3)cc2)CCSC1 (centres undefined)	-12
CCn1ccnc1CNC(=O)c1cc(Cn2ccc3ccccc32)[nH]n1	-5
CN(C)CCc1c[nH]c2ccc(C[C@H]3COC(=O)N3)cc12	-19&-5
CCC1(C)NC(=O)N(CC(=O)Nc2nc3ccc(Cl)cc3s2)C1=O (centres undefined)	-1
Cc1ccccc1C1(O)CCN(C(=O)CSc2nnc(N)s2)C1 (centres undefined)	-22
CCc1nc(-c2c(-c3ccccc3)ncn2Cc2cnc(C)cn2)c(C)[nH]1	-21
CSC(=O)NC12CC3CC(C1)CC(c1n[nH]c(CCc4ccccc4)n1)(C3)C2	9
COc1ccc(CC(=O)Nc2cccc(N3CCCS3(=O)=O)c2)cc1OC	-5
Cc1ccc(N=Nc2cc(C)ccc2NC(=O)C2CC2)cc1	-12
COC(=O)C(C)(C)NC(=O)c1cnn(C)c1C	1
O=C(NNC(=CC(=O)c1cccs1)C(F)(F)F)c1cccc(Br)c1	-6
Cc1cccc(/C=C2/CCn3c2nc2c(Cl)cc(Cl)cc2c3=O)c1	-6
Cc1ccc(S(=O)(=O)CCc2ccncc2)cc1	-4
COCCn1ccnc1-c1cc(CN2CCCCC2)cs1	-34
C=CCNc1nc(-c2sc(NC(C)=O)nc2C)cs1	-14
CCc1noc(Cn2ncc(Cl)c2C)n1	-9
CC1(C(=O)NS(=O)(=O)c2ccc3ccccc3c2)CCN1C(=O)c1cccc(F)c1 (centres undefined)	-18
CC(c1ccc(F)c(F)c1)N(C)C(=O)CCNC(=O)c1cccs1 (centres undefined)	-14
Cn1cccc1C=C1SC(=O)N(CC(=O)N2CCCCCC2)C1=O	-8
O=C(c1ccc(N2CCSCC2)nc1)N1CCCN(c2ncccn2)CC1	-5
CCS(=O)(=O)Nc1cccc(N2CCC(N[C@H](C(=O)OC)c3ccccc3)CC2)c1	-6
C=CC[C@@H]1CC=C[C@@H](C)N1C(=O)Cn1[nH]c(=O)ccc1=O	-35
CC(=O)Nc1cccc(NC(=O)c2cn(C)c3c(=O)n(-c4ccc(C)cc4)c(=O)[nH]c23)c1	-4
CCC1=NOC(c2nc3sc(C(C)(C)C)cc3c(=O)[nH]2)C1 (centres undefined)	-10
CNS(=O)(=O)c1cccc(C(=O)OCC(=O)N/N=C2\CC3CCC2(C)C3(C)C)c1 (centres undefined)	-8
O=C(COc1cccnc1)N1CCC(c2[nH]ncc2-c2cccc(F)c2)CC1	-9
Cc1nc(CC(=O)N2CCn3c(C(N)=O)cnc3C2)c(C)s1	-4
O=C(NCc1nnc2n1CCCCC2)c1cn(Cc2ccc(F)cc2)nn1	-29
More structures.
SMILES	mcGAS RapidFire
CC(C)c1cccc(NC(=O)NC2CCCC2n2ccnc2)c1 (centres undefined)	-5
COCc1cc(=O)n2[nH]c(C)c(-c3ccccc3)c2n1	0
CN(Cc1cccc(C#N)c1)Cc1ccc(Cl)c2cccnc12	-5
CN(CCNCCC(=O)Nc1cccc(Cl)c1)S(C)(=O)=O	-16
CCCS(=O)(=O)N1CCC(Cc2nnc(SC)n2C)CC1	-11
Cn1c(CNCc2cccnc2N2CCCC(O)C2)nc2ccccc21 (centres undefined)	-5
COCCN(C)C(=O)CC1(C)N=C(c2cccc(-c3ccccc3)c2)N(C)O1 (centres undefined)	-7
O=C(NCCCn1c(=O)[nH]c2ccccc21)c1csc(=Nc2ccccc2)n1Cc1cccs1	-4
CC1=NN(CC(=O)c2ccc(F)cc2)c2nc3c(c(=O)n(C)c(=O)n3C)n2C1	-3
O=C(COc1ccc(Br)cc1)NNC(=O)c1ccco1	-8
O=C(OCC(=O)C12CC3CC(CC(C3)C1)C2)C1CCCN1c1ncccn1 (centres undefined)	-10
NC(=O)C1CC(O)CN1c1nc(N2CCCC2)nc(N2CCCC2)n1 (centres undefined)	-4
N#Cc1c(N)oc(-c2cccs2)c1-c1cccs1	9
NC(=O)c1cnn(CCOC(=O)CC2CCc3ccccc32)c1N (centres undefined)	-17&-7
CC1(C(=O)NS(=O)(=O)c2ccc(C#N)cc2)CCN1C(=O)Cc1ccc(-c2ccccc2)cc1 (centres undefined)	-10
Cc1nccn1-c1ccc(NC(=O)C2CCCN(Cc3ccc4nsnc4c3)C2)cc1 (centres undefined)	-7&-4
O=S(=O)(NC1=NCCC1)c1cccc(NS(=O)(=O)c2ccc3c(c2)CCCC3)c1	-4
COCCN(Cc1cccs1)S(=O)(=O)NCc1ccccc1	-21
CCC1(C)Cc2ccccc2-c2c1c(=O)n(-c1ccc(C)cc1)c1nnnn21 (centres undefined)	4
CC(C)CN(C(=O)CCC1CCCCC1)c1c(N)n(CC(C)C)c(=O)[nH]c1=O	-53
O=C(NCCc1nc2ccccc2[nH]1)c1cnn2ccccc12	-25
CC1(C(=O)Nc2ccccc2Br)CCN1C(=O)CC1CCCC1 (centres undefined)	-2
Cc1cccc(C(C)OC(=O)C(C)(C)C#N)c1 (centres undefined)	-3
Cc1cc(Cl)ccc1Oc1ncccc1C#N	-11
COc1ncccc1-c1ccc(NC(=O)c2cccnc2)c(C)c1	-2
COc1ccc2oc(=O)c3c(c2c1)CC(C(F)(F)F)S3 (centres undefined)	-17
O=C1Cc2cc(S(=O)(=O)N3CCN(C4CCS(=O)(=O)C4)CC3)ccc2N1 (centres undefined)	-9&-2
Cc1cc(C)n(C)c(=O)c1C(=O)N1CCOC(C(F)(F)F)C1 (centres undefined)	-2
CC1CN(CCCCNC(=O)c2ccc3ncccc3c2)CC(C)O1 (centres undefined)	-14
Cc1nc2ccccc2nc1CN1CCc2ccccc2C1	-7

Some of the entries so far, as labelled records:
compound: O=C1Cc2cc(S(=O)(=O)N3CCN(C4CCS(=O)(=O)C4)CC3)ccc2N1 (centres undefined)
  mcGAS RapidFire: -9&-2

compound: Cc1cc(C)n(C)c(=O)c1C(=O)N1CCOC(C(F)(F)F)C1 (centres undefined)
  mcGAS RapidFire: -2

compound: CC1CN(CCCCNC(=O)c2ccc3ncccc3c2)CC(C)O1 (centres undefined)
  mcGAS RapidFire: -14

compound: Cc1nc2ccccc2nc1CN1CCc2ccccc2C1
  mcGAS RapidFire: -7

Continuation.
SMILES	mcGAS RapidFire
Cn1cccc1C(=O)NC(=O)CSc1nnc(-c2ccco2)n1C1CCCCC1	0
CC(NC(=O)C1CC1c1ccco1)c1cccc(N2CCCC2=O)c1 (centres undefined)	-6
CCCCCn1nc(C(=O)NC(CO)C(=O)OC)c2ccccc2c1=O (centres undefined)	-12
Cc1nc2cccc(C)n2c(=O)c1NC(=O)c1cc(Br)ccc1Cl	0
Cc1ccc(-c2csc3ncn(CCO)c(=O)c23)cc1C	-1
CCOC(=O)N1CCN(C(=O)C2CCC(=O)N(CCCN3CCOCC3)C2)CC1 (centres undefined)	-13
Cc1nc(COc2ccc(C(=O)NC3CCCCCCC3)cc2)no1	-4
OCCNc1nc(Cl)nc(Nc2ccc(Cl)cc2)n1	-6
CCOC(=O)C1CCCN(c2cc(C(F)(F)F)nc3ncnn23)C1 (centres undefined)	-5
COc1ccccc1-c1cc(CN(C(=O)c2ccc([N+](=O)[O-])cc2)C2CC2)no1	-13
O=C(Nc1sc2c(c1C(=O)Nc1ccccc1)CCCC2)c1ccco1	3
COc1cccc(C(=O)N2CCCC(CO)(Cc3ccccc3)C2)c1OC (centres undefined)	-14
COc1ccc(C2=NC(=Cc3ccc(OCC(N)=O)cc3)C(=O)O2)cc1	0
CC(C)COc1ccc(C(=O)Nc2ncn[nH]2)cc1	-3
CC(C)(C)CN1CCC(C2CCN(C(=O)CN3CCCCC3=O)CC2)C1 (centres undefined)	-2
O=P1(NN=Cc2ccncc2)C=C(c2ccccc2)OC(c2ccccc2)=C1	-1
O=S(=O)(Oc1ccc(C2SCCS2)cc1)c1cccs1	-9
Cc1ccc2nc(C)c(NC(=O)c3ccccc3F)c(=O)n2c1	9
c1ccc(-c2ccc(-c3nc(-c4ccccn4)no3)cc2)cc1	-22
COC(=O)c1ccc(C2c3c(oc4ccc(Br)cc4c3=O)C(=O)N2C)cc1 (centres undefined)	1
CCOc1cc(C)c(S(=O)(=O)NCc2ccc3c(c2)OCO3)cc1C	3
C=CCn1cc(/C=C(/C#N)c2cccc(F)c2)c2ccccc21	-33
CCC(=O)N1CCN(c2ncnc3c2nnn3CC)CC1	-3
Cc1cn2c3c(=O)n(C)c(=O)n(C)c3nc2n1CCN1CCN(c2ccccc2)CC1	-3
Nc1nc(-c2ccc(F)cc2)cc(C(F)(F)F)n1	-6
Cc1ncsc1C(=O)N1CCCC(CNC(=O)c2ccc(-c3ccccc3)cc2)C1 (centres undefined)	-2
c1cncc(CNc2cc(-c3ccc4cn[nH]c4c3)c3cc[nH]c3n2)c1	15
Cc1ccsc1[C@@H]1CCN(Cc2cnc(-c3ccccn3)nc2)C[C@H]1O	7
Cc1cc(NC(=O)CON=C2CCN(C(=O)C3CC3)CC2)ccc1Br	-4
CCOc1cc(C(=O)OCc2nc(N)c3c(C)c(C)sc3n2)cc(OCC)c1OCC	-6
CCc1nc(C)c(C(=O)OC2CC3CCC2C3)s1 (centres undefined)	-6
Cc1ccc(CNc2ccc(C(=O)NCc3cnc(C)cn3)cc2)cc1	-11
O=C(O)CCC(=O)OC1CC2CCC1C2 (centres undefined)	-4
COC(=O)N(C)C(CC(=O)C(C)(C)C)c1ccccc1 (centres undefined)	-4
Cc1c(C(=O)N(Cc2ccco2)C2CC2)[nH]c2c1C(=O)CC(C)(C)C2	2
C/C(=C/c1ccc(F)cc1)C(=O)N1CCCN(C2CCOCC2)CC1	-13
CC(C)Cc1ccc(C(O)CN2CCCN3CCCC3C2)cc1 (centres undefined)	-7
CCCNC(=O)C(C)NC(=O)c1cc(C)c(C)c(S(=O)(=O)N2CCC(C)CC2)c1 (centres undefined)	-4
Cc1cc(CSc2nnc(-c3cccs3)n2C2CC2)on1	-5
CN1C(=O)C(CCC(=O)NCc2ccno2)(Cc2ccccc2)c2ccccc21 (centres undefined)	-3

Two of the compounds above, field by field:
> CC(C)Cc1ccc(C(O)CN2CCCN3CCCC3C2)cc1 (centres undefined)
  mcGAS RapidFire: -7
> Cc1ccc(CNc2ccc(C(=O)NCc3cnc(C)cn3)cc2)cc1
  mcGAS RapidFire: -11

Quoted at random: 4 records from the list, in no set order.
SMILES	mcGAS RapidFire
Cc1c(C(=O)N(Cc2ccco2)C2CC2)[nH]c2c1C(=O)CC(C)(C)C2	2
C/C(=C/c1ccc(F)cc1)C(=O)N1CCCN(C2CCOCC2)CC1	-13
CCCNC(=O)C(C)NC(=O)c1cc(C)c(C)c(S(=O)(=O)N2CCC(C)CC2)c1 (centres undefined)	-4
CC(C)Cc1ccc(C(O)CN2CCCN3CCCC3C2)cc1 (centres undefined)	-7

(continued)
SMILES	mcGAS RapidFire
O=C(O)c1cc(=O)cc[nH]1	-7
Cc1nc(C2CCNCC2)cc(N(C)CCc2noc(C(C)C)n2)n1	-12
O[C@@H]1CN(c2ncccn2)CC[C@H]1N1CCN(CCc2ccccc2)CC1	-17
c1cc(CN2CCCC2c2nc(-c3ccncc3)no2)n(-c2nccs2)c1 (centres undefined)	-9
CS(=O)(=O)NCC1CCCCN1C(=O)Nc1cccc(Cn2cccnc2=O)c1 (centres undefined)	-6
CC(=O)c1cc(CN2CCC3(CCCN(Cc4ccc(F)c(F)c4)C3)C2)cs1 (centres undefined)	-5
O=C1CC(c2cccs2)CC2=Nc3ccccc3NC(c3ccc(Cl)s3)C12 (centres undefined)	-5
Cc1nc(Cc2noc(Cc3c(F)cccc3Cl)n2)no1	-4
Cc1nc(-c2cccc(-c3cc(N)nc4[nH]ccc34)c2)no1	-10
CC(C)NC(=O)NC(=O)COc1ccccc1-c1nc2ccccc2s1	-2
CCCc1nnc(NC(=O)N(C)Cc2cc(Cl)cn2C)s1	-11

These rows are one share of the data. The share of hits here may be higher or lower than overall.
